Screening results as filed in PubChem BioAssay.
CCT modulator = cytosolic chaperonin activity modulation | purified chaperonin ATPase assay, HTRF ADP detection, 30 min | activity change, % (concentration not given with the values), hits read low | 0.3% of 360,000 active; in the data active = activity change below about -30%; also: % is scaled to controls: 0 for no effect and ±100 for the full control effect
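ATPase activity: ADP formed was measured by HTRF Transcreener (665/615 nm ratio) after 30 min at 37 deg C with 10 uM ATP. Compounds screened at one 76 uM concentration against 40 or 20 nM TRiC in Tris pH 7.4/KCl/MgCl2/DTT buffer.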
EPAC1 ag = agonists of human EPAC1. AID 720707. 0.073% of 360,000 active. EPAC1 agonist qHTS, biochemical assay; response scale: 100% = response to 6.5 mM cAMP. O95398. Potency, µM (titrated, usually from 154 µM), inactives show at the highest dose activation, most hits filed as activators; also: potency is read from the fitted curve at half-maximal effect; nearly all actives have a fitted effect of over 60% in size
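Fluorescent GDP-exchange assay: 100 nM EPAC1 with 250 nM Rap1B preloaded with BODIPY-GDP and 50 uM GDP; compounds tested as concentration series, 5 min at room temperature, then read every 5 min for 30 min (ex 480/em 540 nm); normalized to 6.5 mM cAMP.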
EPAC2 antag = antagonists of human EPAC2. 0.18% of 360,000 active. Q8WZA2. EPAC2 GEF exchange of Rap1B-BODIPY-GDP, fluorescence. Potency, µM (series often up to 114 µM), inactives show at the highest dose activity, negative = inhibition, usual class: inhibitors; also: potency is read from the fitted curve at half-maximal effect; % is scaled to controls: 0 for no effect and ±100 for the full control effect; nearly all actives have a fitted effect of over 45% in size; many of its hits are not listed in these tables
EPAC1 antag = EPAC1 (human) antagonism | EPAC1 GEF assay, Rap1b-BODIPY-GDP exchange fluorescence | 0.14% of 360,000 active | Potency, µM (series often up to 115 µM), inactives show at the highest dose activity change, negative = inhibition, actives largely listed as inhibitors | O95398;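 also: potency is read from the fitted curve at half-maximal effect; plate controls were vehicle for no effect and positive control for full effect; nearly all actives have a fitted effect of over 50% in size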
MmCpn inh = inhibitors of Methanococcus maripaludis chaperonin (MmCpn) | purified Mm-Cpn ATPase, ADP Transcreener TR-FRET | Potency, µM (titrated, usually from 76.9 µM), inactives show at the top dose activity, negative = inhibition, hits mostly inhibitors | 0.031% of 330,000 active; also: potency is read from the fitted curve at half-maximal effect; % is scaled to controls: 0 for no effect and ±100 for the full control effect; nearly all actives have a fitted effect of over 80% in size
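TR-FRET (320 nm excitation; 590 and 665 nm emission) reports ADP made from 10 uM ATP by 25 nM enzyme; compounds were preincubated 10 min, reaction run 30 min, both at 37°C.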
WRN inhibitor = WRN helicase (human) inhibition. Q14191. WRN helicase unwinding, fluorescent forked duplex, kinetic. Potency, µM (titrated, usually from 114 µM), for inactives: at the highest dose activity change, negative = inhibition, hits mostly inhibitors. 0.46% of 360,000 active. AID 651768; also: potency is read from the fitted curve at half-maximal effect; % is scaled to controls: 0 for no effect and ±100 for the full control effect; nearly all actives have a fitted effect of over 55% in size
Target sequence (Q14191 whole entry, looked up): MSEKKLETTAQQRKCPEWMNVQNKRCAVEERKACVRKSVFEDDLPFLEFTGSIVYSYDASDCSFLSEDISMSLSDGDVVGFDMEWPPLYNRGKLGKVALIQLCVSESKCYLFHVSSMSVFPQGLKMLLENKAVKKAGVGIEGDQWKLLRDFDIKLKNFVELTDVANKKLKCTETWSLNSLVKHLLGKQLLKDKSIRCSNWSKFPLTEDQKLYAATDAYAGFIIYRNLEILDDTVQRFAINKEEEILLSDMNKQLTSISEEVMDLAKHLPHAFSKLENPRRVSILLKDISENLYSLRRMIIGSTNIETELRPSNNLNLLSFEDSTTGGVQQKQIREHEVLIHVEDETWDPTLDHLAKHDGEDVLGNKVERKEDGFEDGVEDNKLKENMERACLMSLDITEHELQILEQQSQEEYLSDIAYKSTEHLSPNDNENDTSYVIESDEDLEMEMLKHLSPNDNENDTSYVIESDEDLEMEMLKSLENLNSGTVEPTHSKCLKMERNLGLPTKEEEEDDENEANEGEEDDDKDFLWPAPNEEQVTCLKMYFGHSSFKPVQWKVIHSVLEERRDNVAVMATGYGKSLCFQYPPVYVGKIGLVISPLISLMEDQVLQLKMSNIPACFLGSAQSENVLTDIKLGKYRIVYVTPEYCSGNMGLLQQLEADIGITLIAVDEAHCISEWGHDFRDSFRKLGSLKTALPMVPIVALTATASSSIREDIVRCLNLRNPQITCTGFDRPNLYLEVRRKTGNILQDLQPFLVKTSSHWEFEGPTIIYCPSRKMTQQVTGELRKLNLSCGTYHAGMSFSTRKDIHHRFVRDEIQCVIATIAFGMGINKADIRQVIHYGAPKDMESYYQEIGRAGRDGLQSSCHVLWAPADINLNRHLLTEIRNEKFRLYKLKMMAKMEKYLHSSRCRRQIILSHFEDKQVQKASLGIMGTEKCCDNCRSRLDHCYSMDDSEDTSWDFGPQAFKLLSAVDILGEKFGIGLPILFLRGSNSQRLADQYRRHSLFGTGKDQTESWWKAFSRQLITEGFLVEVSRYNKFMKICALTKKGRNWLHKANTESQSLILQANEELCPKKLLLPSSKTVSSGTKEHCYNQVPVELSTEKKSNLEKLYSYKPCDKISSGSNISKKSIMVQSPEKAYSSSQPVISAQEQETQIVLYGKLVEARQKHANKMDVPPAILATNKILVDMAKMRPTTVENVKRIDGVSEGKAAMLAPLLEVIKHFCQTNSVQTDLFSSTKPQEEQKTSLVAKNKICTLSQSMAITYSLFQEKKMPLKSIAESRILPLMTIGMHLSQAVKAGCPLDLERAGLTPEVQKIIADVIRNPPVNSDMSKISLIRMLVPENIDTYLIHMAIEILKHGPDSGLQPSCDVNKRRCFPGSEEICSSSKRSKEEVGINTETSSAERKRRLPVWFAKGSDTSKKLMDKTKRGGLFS
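WRN at 20 nM final was preincubated with compound for 15 min at room temperature; reaction started with 100 nM forked duplex oligonucleotide carrying fluorophore and quencher plus 2 mM ATP (final). Unwinding followed kinetically by red fluorescence (ex 525/em 598 nm).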
PLK1 PBD inh = PLK1 (human) polo-box domain binding inhibition | Plk1 PBD binding of FITC phosphopeptide, fluorescence polarization | Potency, µM, for the others: max response, negative = inhibition, usual class: inhibitors | AID 720504 | 2.8% of 360,000 active | P53350; also: potency is read from the fitted curve at half-maximal effect; series mostly up to about 57 µM; % is scaled to controls: 0 for no effect and ±100 for the full control effect; nearly all actives have a fitted effect of over 65% in size
PI5P4Ka inh = blocks human PI5P4K alpha kinase activity. P48426. PI5P4Kalpha enzyme, ADP-Glo luminescence, 60 min; active compounds read low. max response, %. 1.2% of 330,000 active. AID 652105; active = max response of -50% or lower; inconclusive = between -30% and -50%; inactive = -30% or higher; also: value at the top dose of about 77 µM; % is scaled to controls: 0 for no effect and ±100 for the full control effect
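Single end-point luminescence (ADP-Glo) quantified ADP from PI5P4Kalpha turnover; ATP 5 microM final, 1 h at RT, 0.1% CHAPS and 0.28 mM EGTA in HEPES pH 7.4.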
An asterisk follows results filed as active; ? = inconclusive; / = not tested or not shown; [ ] = another dose, or the depositor's remark. Unless noted, calls follow the shape of the dose curve; as a rule, active = well fitted curve in the direction sought with a large enough effect; inconclusive = small, poorly fitted or top-dose-only effect, or another doubt; inactive = no such curve, though single readings can be large; an effect the other way counts as inactive or inconclusive. Some of the compounds tested; the hit share may differ from the screen's.

SMILES | CCT modulator | EPAC1 ag | EPAC2 antag | EPAC1 antag | MmCpn inh | WRN inhibitor | PLK1 PBD inh | PI5P4Ka inh
COc1ccc2cc(CCNS(=O)(=O)c3ccc(NC(C)=O)cc3)c(=O)[nH]c2c1 | -0.1 | 9% | -12% | 9% | -3% | -4% | -9% | 1
CCc1ccc(-c2nc(NC(=S)NC(=O)c3cccs3)sc2C)cc1 | -0.4 | 12% | -3% | 10% | -1% | -1% | -1% | /
CN(C)S(=O)(=O)N1CCC(Oc2cccc(C(=O)NCCCC3CCCC3)c2)CC1 | -88* | -5% | -3% | -3% | 4% | -6% | 4% | 3
CC(=O)NNC(=O)c1cc2sccc2s1 | -3.0 | 8% | -5% | -7% | 2% | -32% | -13% | 1
C#CCn1c(=NC(=O)c2cc(Cl)sc2Cl)sc2cc(S(N)(=O)=O)ccc21 | -2.3 | -6% | -14% | -8% | 50µM* | -10% | -9% | -26
COc1cc(/C=C2\SC(=O)NC2=O)ccc1Oc1ccc([N+](=O)[O-])cc1[N+](=O)[O-] | -2.6 | -2% | ? | ? | 1% | -35% | 21µM* | 3
Oc1ccc(N=Nc2nccs2)c(O)c1 | -0.1 | 5% | -29% | -22% | ? | -9%[57.1 µM] | -8% | ?
c1ccc(Nc2nnc(-c3cccc4ccccc34)o2)cc1 | -1.4 | 10% | -1% | 1% | 0% | 1% | 4% | 2
Cc1[nH]n(CCC#N)c(=O)c1CC(=O)N1CCN(c2ccccc2)CC1 | -13 | 0% | 0% | 8% | 0% | 1% | -13% | 10
CCOC(=O)C1CCN(C(=O)CCNC(=O)c2cc(OC)c(OC)c(OC)c2)CC1 | -3.1 | -1% | -2% | 2% | -2% | 1% | -4% | /
O=C(Nc1ccc2c(c1)OCO2)C1CCN(Cc2cc3c(cc2O)OCO3)CC1 | 0.8 | 13% | 1% | -2% | -1% | -1%[57.1 µM] | -24% | -6
CCn1c2c(c(=N)c3c1CCC3)CCC2 | -1.0 | 4% | -4% | -21% | -1% | -28%[57.1 µM] | -7% | -15
CCCCc1nc2sc3c(=O)n(N)cnc3c2c2c1CCCC2 | -0.6 | -7% | 2% | -24% | 1% | -4% | -5% | 0
O/N=C/c1ccc2cccc(OCc3ccccc3)c2n1 | -0.6 | 2% | -1% | -25% | -3% | 2% | 1% | -3
Cc1cc(C(F)F)n2nc(C(=O)Nc3sc4c(c3C#N)CCC4)nc2n1 | -1.0 | -5% | 5% | -15% | -1% | -30% | 27µM* | -5
Cc1ccc(C=NCc2ccncc2)c(O)c1 | -3.9 | 0% | 4% | 7% | 1% | 107%[activator] | -2% | /
O=C(CCC(=O)Nc1ccccc1Cl)NNC(=O)c1ccccc1[N+](=O)[O-] | 2.3 | -5% | 14% | -29% | 1% | 11% | 4% | 3
COC(=O)Cc1c(C)c2ccc(OC(=O)c3ccco3)cc2oc1=O | 1.1 | 3% | 2% | -5% | -8% | 18% | -6% | -11
O=C(Nc1ccccn1)c1ccc(=O)[nH]n1 | -0.8 | -5% | 14% | -6% | 1% | -1% | 1% | -2
Cc1cccc(NC(=O)c2ncn3c2C(=O)NC[C@@H]3C)c1 | 0.9 | 6% | -4% | 0% | / | -5% | 0% | 1
CCOC(=O)c1ccc(N=C2S/C(=C\c3cc(C)n(-c4cccnc4)c3C)C(=O)N2C)cc1 | -6.2 | 1% | 12% | -5% | 3% | 5% | -1% | 5
O=C1C=C(N2CCCCCC2)C(=O)N1c1ccc(Cl)cc1 | 0.8 | 11% | -21% | 8% | 0% | -1% | 1% | -2
COc1ccc(NS(=O)(=O)c2cccc(C(=O)N3CCN(c4ccccc4O)CC3)c2)cc1 | -2.2 | 1% | 10% | 5% | 0% | -4% | 2% | -11
O=C(NCC1CCCO1)C(=O)NCC1CCCN1S(=O)(=O)c1ccccc1 (stereo not given) | -2.4 | -4% | 6% | 19% | -2% | 20% | -5% | -7
Cc1ccc(C(=O)NNC(=O)C2CCN(Cc3ccc(Cl)c(Cl)c3)CC2)cc1 | -0.4 | 9% | 3% | 4% | 2% | -11% | -6% | 2

More records:
SMILES | CCT modulator | EPAC1 ag | EPAC2 antag | EPAC1 antag | MmCpn inh | WRN inhibitor | PLK1 PBD inh | PI5P4Ka inh
O=C(O)c1cccc(-n2cccc2/C=C\[N+](=O)[O-])c1 | 0.0 | -1% | 13% | -14% | -4% | ? | 27µM* | -23
CSc1nnc(SCC(=O)Nc2ccc3[nH]c(=O)[nH]c3c2)s1 | -2.7 | 13% | 12% | -23% | 0% | 3% | -11% | -11
O=C(NC(=S)N1CCCCC1)c1csc([N+](=O)[O-])c1 | -1.1 | -6% | 16% | 6% | 3% | 6% | ? | -4
COC(Cn1c(C)c(C(C)=O)c(C(C)=O)c1C)OC | -0.5 | 2% | -6% | -9% | -3% | -6% | -3% | 3
CNc1ccc(SC#N)cc1 | 0.2 | -5% | 17% | 7% | -2% | -19% | 24µM* | 4
COc1ccc(NC(=O)C(Cc2ccccc2)n2cccc2)cc1OC (stereo not given) | 0.9 | -7% | -10% | -11% | 1% | 2% | 4% | 4
CCOC(=O)N1CCC(NC(=O)C2=CCN(S(=O)(=O)c3ccc(F)cc3)CC2)CC1 | -2.8 | 2% | 1% | -13% | 0% | 2% | 0% | -6
O=C(O)CC1=C(Nc2ccccc2)C(=O)N(c2ccccc2)C1c1ccc(F)cc1 (stereo not given) | 0.5 | 7% | -14% | -8% | 0% | -4% | -17% | -4
CSc1ccc(C(O)c2ncc(-c3ccc(F)cc3)[nH]2)cc1 (stereo not given) | 1.6 | -9% | 7% | -26% | / | -4% | 1% | -1
CCCCNC(=O)C1(C)CCN1C(=O)c1c(F)ccc(C)c1F (stereo not given) | -2.4 | -9% | 24% | -17% | / | 2% | -13% | 0
NC(=O)C[n+]1cccc(C(N)=O)c1 | -1.4 | -1% | 12% | 8% | 3% | 0% | -11% | 0
C#CC[N+](C)(C)CCCCCCCCCCCC | 0.3 | 2% | -16% | -12% | 1% | -5% | -1% | 1
O=C(NC1(Cc2ccc(O)cc2)CCCCC1)c1ccccc1 | 0.1 | 8% | -8% | -29% | 0% | 5% | -15% | 0
O=C(Nc1ccc(N2CCCCCC2)cc1)c1cccc(S(=O)(=O)N2CCOCC2)c1 | 0.3 | 14% | 6% | 6% | -26% | -3% | 4% | -11
CCOc1cc(C(=O)NC(C)Cc2cccs2)cc(OCC)c1OCC (stereo not given) | -1.1 | -11% | 1% | 16% | 1% | 14% | 2% | -2
CCc1nc2c(OCC(=O)c3ccc(Cl)cc3Cl)cccn2c1N(C)C(=O)c1ccncc1 | 1.8 | 5% | -8% | -10% | / | 2% | -8% | -11
Cc1ccc(S(=O)(=O)N2C(=O)CCC2C(=O)NCc2ccco2)cc1 (stereo not given) | -0.7 | -3% | 14% | 17% | -1% | 2% | -4% | /
Cc1cc2cc3c(cc2nc1SCc1ccccn1)OCCO3 | -0.6 | -2% | 17% | 7% | -3% | 5% | 0% | 0
CCn1c2ccccc2c2cc(NC(=O)CSc3nnc(-c4ccc(OC)cc4)n3N)ccc21 | -1.7 | 0% | -1% | -7% | -4% | -6% | 0% | /
CC[C@@H](C)[C@H](NC(=O)OC(C)(C)C)c1nnc(S(=O)(=O)Cc2cc(C)ccc2C)o1 | -2.6 | -4% | -2% | -5% | 0% | -27% | 6µM* | -2
CCN(CC)C(=S)Nc1ccc(C(=O)OC)cc1 | -1.3 | -1% | 7% | -9% | -1% | -6% | -13% | -6
CCOC(=O)C1CCCN(Cc2nc(N)nc(Nc3ccc(Cl)cc3)n2)C1 (stereo not given) | -3.0 | 3% | -12% | 2% | -2% | -5% | -23% | ?
CN(C)/C=N/C(=S)Nc1ccc(Br)cc1F | 0.4 | -7% | 0%[57.1 µM] | -15% | 1% | -2% | -8% | 5
COc1ccc(S(=O)(=O)N2CCCCC2)cc1NC(=O)CCC(=O)N1CCC(c2ccccc2)=N1 | -0.6 | 5% | -13% | 25% | / | -1% | -3% | -1

No new results follow: entries from further up.
SMILES | CCT modulator | EPAC1 ag | EPAC2 antag | EPAC1 antag | MmCpn inh | WRN inhibitor | PLK1 PBD inh | PI5P4Ka inh
CSc1ccc(C(O)c2ncc(-c3ccc(F)cc3)[nH]2)cc1 (stereo not given) | 1.6 | -9% | 7% | -26% | / | -4% | 1% | -1
CCCCNC(=O)C1(C)CCN1C(=O)c1c(F)ccc(C)c1F (stereo not given) | -2.4 | -9% | 24% | -17% | / | 2% | -13% | 0
NC(=O)C[n+]1cccc(C(N)=O)c1 | -1.4 | -1% | 12% | 8% | 3% | 0% | -11% | 0
C#CC[N+](C)(C)CCCCCCCCCCCC | 0.3 | 2% | -16% | -12% | 1% | -5% | -1% | 1
O=C(NC1(Cc2ccc(O)cc2)CCCCC1)c1ccccc1 | 0.1 | 8% | -8% | -29% | 0% | 5% | -15% | 0
O=C(Nc1ccc(N2CCCCCC2)cc1)c1cccc(S(=O)(=O)N2CCOCC2)c1 | 0.3 | 14% | 6% | 6% | -26% | -3% | 4% | -11
CCOc1cc(C(=O)NC(C)Cc2cccs2)cc(OCC)c1OCC (stereo not given) | -1.1 | -11% | 1% | 16% | 1% | 14% | 2% | -2
CCc1nc2c(OCC(=O)c3ccc(Cl)cc3Cl)cccn2c1N(C)C(=O)c1ccncc1 | 1.8 | 5% | -8% | -10% | / | 2% | -8% | -11
Cc1ccc(S(=O)(=O)N2C(=O)CCC2C(=O)NCc2ccco2)cc1 (stereo not given) | -0.7 | -3% | 14% | 17% | -1% | 2% | -4% | /
Cc1cc2cc3c(cc2nc1SCc1ccccn1)OCCO3 | -0.6 | -2% | 17% | 7% | -3% | 5% | 0% | 0
CCn1c2ccccc2c2cc(NC(=O)CSc3nnc(-c4ccc(OC)cc4)n3N)ccc21 | -1.7 | 0% | -1% | -7% | -4% | -6% | 0% | /
